TRPC6 inh – inhibitors of mouse TRPC6 channel. HEK293-TRPC6, membrane potential dye, ACh-evoked depolarization; stronger effect = lower value. B-score at 10 µM. 310,000 tested, 1.1% active;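 active means B-score under library mean minus 3 SD, initial fluorescence not abnormally high, positive integrated signal ratio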;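 further: B-score derived from integrated fluorescence ratio over the kinetic read; more negative B-score means stronger inhibition of depolarization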
Target sequence (Q61143 whole entry, looked up): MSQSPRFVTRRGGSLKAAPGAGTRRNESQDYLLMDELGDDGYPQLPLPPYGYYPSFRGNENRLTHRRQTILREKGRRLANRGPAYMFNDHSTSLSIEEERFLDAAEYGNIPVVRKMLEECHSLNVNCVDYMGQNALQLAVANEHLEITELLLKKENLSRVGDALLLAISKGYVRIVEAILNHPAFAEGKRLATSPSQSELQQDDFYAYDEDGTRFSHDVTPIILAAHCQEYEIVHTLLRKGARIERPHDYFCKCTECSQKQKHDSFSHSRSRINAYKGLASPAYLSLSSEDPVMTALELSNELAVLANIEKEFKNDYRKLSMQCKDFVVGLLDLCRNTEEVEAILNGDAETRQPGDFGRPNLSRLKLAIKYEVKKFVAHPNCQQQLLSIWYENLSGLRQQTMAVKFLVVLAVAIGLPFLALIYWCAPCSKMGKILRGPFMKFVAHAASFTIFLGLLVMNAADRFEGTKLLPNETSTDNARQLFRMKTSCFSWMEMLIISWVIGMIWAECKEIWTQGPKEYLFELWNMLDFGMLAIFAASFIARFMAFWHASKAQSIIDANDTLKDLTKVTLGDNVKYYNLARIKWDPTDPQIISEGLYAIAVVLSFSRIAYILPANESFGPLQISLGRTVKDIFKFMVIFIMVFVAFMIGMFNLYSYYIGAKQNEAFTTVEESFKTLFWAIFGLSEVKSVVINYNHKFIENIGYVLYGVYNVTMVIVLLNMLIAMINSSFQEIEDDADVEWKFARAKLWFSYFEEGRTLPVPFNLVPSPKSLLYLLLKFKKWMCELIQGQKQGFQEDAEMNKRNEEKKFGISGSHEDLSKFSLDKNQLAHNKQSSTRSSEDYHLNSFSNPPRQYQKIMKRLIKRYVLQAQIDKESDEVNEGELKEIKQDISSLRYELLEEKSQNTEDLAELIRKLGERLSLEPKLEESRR
PolyA inh – yeast polyadenylation inhibition | 300,000 tested, 0.02% active | calls only at 12 µM | S. cerevisiae SKY197-pL101 polyadenylation reporter, beta-gal luminescence; efflux-impaired pdr1/pdr3 knockout yeast; score 100 = 6 SD above DMSO;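 active means lowest replicate activity score at least 50, where 100 means six control SD above control mean; inconclusive means lowest score under 50 but half or more replicates reach 50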;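 further: yeast exposed to compound for 9 h at 30 °C; higher score means more reporter readthrough which indicates perturbed polyadenylation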
TRPC6 act – activators of mouse TRPC6 channel. 310,000 tested, 0.13% active. B-score at 10 µM. HEK293-TRPC6 membrane potential dye fluorescence; stronger effect = higher value;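 active means B-score of the integrated fluorescence ratio above library mean plus 3 SD, and starting fluorescence ratio within library mean plus 5 SD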;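 further: higher score means more depolarization so channel activation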
MrgX1 ag – human MrgX1 receptor agonism, primary screen; Q96LB2; MrgX1-HEK293 cells, Fluo-4 calcium fluorescence, agonist mode; stronger effect = higher value; B-score at 10 µM; 310,000 tested, 0.44% active;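 active means calcium response B-score plate-corrected fluorescence ratio at least 3 library SD, with starting fluorescence B-score inside 5 SD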
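Test system: HEK293 cells stably expressing human MrgX1 receptor; amount: 15,000 cells per well; doses: compound delivered in addition one of three; times: overnight plating before 1 h dye loading; detection: Fluo-4 NW calcium-flux fluorescence, kinetic read; read-out basis: B-scored fluorescence response ratio; controls: positive and negative controls per plate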
TRPC4 PAM – allosteric potentiators of mouse TRPC4 channel; 310,000 tested, 0.42% active; AID 2227; B-score at 10 µM; HEK293 TRPC4beta/mu-opioid, DAMGO EC20, Fluo-4 Ca2+ flux; stronger effect = higher value;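 active means B-score of calcium response area above 5 SD of library B-scores, with initial fluorescence ratio within 5 SD of library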;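 further: B-score of integrated fluorescence ratio over time as area under calcium response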
MrgX1 allo act – allosterically activates human MrgX1 receptor signaling. Q96LB2. MrgX1-HEK293, Fluo-4 calcium flux, FDSS; stronger effect = higher value. B-score at 10 µM. 310,000 tested, 0.63% active. AID 588675;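 active means plate-corrected calcium response at least 3 library SD above typical, normal starting fluorescence, not activating the receptor alone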;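 further: compound read alongside a low EC10 to EC30 dose of BAM8-22 agonist; peak minus trough fluorescence over baseline measured at the second addition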
MrgX1 antagonist – blocks BAM8-22 activation of human MrgX1 receptor | Q96LB2 | MRGX1-HEK293 calcium flux, Fluo-4, BAM8-22 antagonism; stronger effect = lower value | B-score at 10 µM | 310,000 tested, 1.3% active | AID 588676;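 active means calcium-response B-score plate-corrected more than 3 library SD below zero, starting fluorescence within 5 deviations, no agonist response on first addition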;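 further: peak minus trough fluorescence over baseline after final BAM8-22 challenge near maximal dose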
AI-2 QS modul – Vibrio harveyi AI-2 quorum sensing modulation. activity change, % at 7.5 µM. AID 2094. 300,000 tested, 0.4% active. Vibrio harveyi JMH597 AI-2 luminescence/OD600 ratio, 9 h; stronger effect = lower value; strain lacks LuxN and CqsS sensors; 0 = neutral-control median; in the data active means activity change below about -75%, passing the limit was not always enough; inconclusive means no clear call, values can overlap the other calls;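 further: luminescence divided by OD600 gain over 9 h not by final OD600 alone; inactives centre near 13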
TRPC4 inh – blocks the mouse TRPC4 cation channel; Q9QUQ5; HEK293 TRPC4beta/mu-opioid, DAMGO-evoked Fluo4 calcium flux; stronger effect = lower value; B-score at 10 µM; 300,000 tested, 0.39% active;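 active means B-score over 3 SD under the library average, no early fluorescence shift, positive overall ratio signal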
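System: stable TRPC4beta/mu-opioid receptor HEK293 cells; Dosing: single-point compound dosing; Measured by: Fluo4 Ca2+ flux fluorescence; Read-out basis: per-well B score of integrated baseline-normalized Fluo4 ratio.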
TRPC4 act – TRPC4 (mouse) channel activation | B-score at 10 µM | HEK293 TRPC4beta/mu-opioid, Fluo4 calcium fluorescence; stronger effect = higher value | Q9QUQ5 | 310,000 tested, 0.49% active | AID 2237;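 active means B-score above 5 SD of library B-scores, and initial fluorescence ratio not above library mean plus 5 SD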;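 further: positive B-score marks a calcium rise read as TRPC4 activation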
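Assay system: HEK293 stable line with TRPC4beta plus mu-opioid receptor. Times: dye 45 min RT, read 110 s. Measured by: kinetic Fluo4 calcium fluorescence. Measure: B score of integrated ratio. Controls: assay buffer as low control, maximal DAMGO as high control.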
HIF act – HIF pathway transcriptional activation; U2OS HRE-luciferase reporter, luminescence; normalized: DMSO 0%, desferrioxamine 100%; activation, % at 7.5 µM (by protocol); 300,000 tested, 0.32% active;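 active means mean activation of at least 10% of the iron chelator positive control signal, with at least half of replicates also reaching 10%; inconclusive means mean and replicate majority disagree about reaching 10%; inactive means mean and most replicates under 10%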
* = called active by the depositor; i = inactive; ? = inconclusive; · = no result given. This is a subset. The share of hits here may be higher or lower than overall.

Screens in order: TRPC4 PAM, TRPC6 inh, MrgX1 allo act, TRPC4 inh, TRPC4 act, HIF act, AI-2 QS modul, PolyA inh, MrgX1 ag, MrgX1 antagonist, TRPC6 act
CC1=NNC(=O)C1CCC(=O)N/N=C/c1ccc(Cl)cc1 (stereo not drawn)
    i, i, i, i, i, 0.1, 17, i, i, i, i
COc1ccc(CCCC(=O)NCCc2ccccc2)c(C)c1
    i, i, i, i, i, -0.4, 7, i, i, i, i
Cc1ccc(OCC(=O)N2CCCc3ccccc32)cc1
    i, i, i, i, i, 0.7, -7, i, i, i, i
CCc1cc2c(=O)c(-c3nc4ccccc4n3C)coc2c(CN2CCCCC2)c1O
    i, i, ·, i, i, -0.1, 5, i, ·, ·, i
CC1(C)Cc2c(cnn2-c2ccc(F)cc2)C(NC(=O)CCC(F)(F)F)C1 (stereo not drawn)
    i, i, i, i, i, 1.8, -14, i, i, i, i
CCc1ccc(NC(=O)CCS(=O)(=O)c2cccc3nsnc23)cc1
    i, i, i, i, i, 0.0, 11, i, i, i, i
CCc1nc2ccccc2c(NC(=O)CN2CC(C)CC(C)C2)c1C (stereo not drawn)
    i, i, i, i, i, -0.4, 20, i, i, i, i
Cc1ncc(CO)c2cc(-c3nnc(Nc4ccc5c(c4)OCO5)s3)c(=O)oc12
    i, i, i, i, i, -0.3, 23, i, i, i, i
Cc1ccc(S(=O)(=O)N2CCC(NC(=O)C3CCCCC3)CC2)cc1
    i, i, i, i, i, -5.6, 16, i, i, i, i
COC(=O)c1ccc(CSc2ccc3nnc(-c4ccc(OC)c(OC)c4)n3n2)o1
    i, i, i, i, i, -0.4, 25, i, i, i, i
COc1ccc(C2c3c(-c4ccccc4)n[nH]c3C(=O)N2c2ccc(C(=O)O)cc2)cc1 (stereo not drawn)
    i, i, i, i, i, -0.4, 8, i, i, i, i
Cc1cccn2c(=O)c3cc(C(=O)NCc4cccnc4)c(=N)n(C(C)C)c3nc12
    i, -6.2*, i, i, i, 0.3, 16, i, i, i, i
O=C(NCCCNC(=O)c1cnccn1)c1ccc(Cl)c(Cl)c1
    i, i, i, i, i, 1.8, 13, i, i, i, i
S=C(NCCc1ccccn1)Nc1ccccc1
    i, i, i, i, i, 0.6, 8, i, i, i, i
N#Cc1ccc2c(c1)nnn2-c1ccccc1
    i, i, i, i, i, 0.4, 15, i, i, i, i
CCc1c(C)nc(N)nc1Cl
    i, i, i, i, i, 0.1, 6, i, i, i, i
O=C(O)Cn1cnc2scc(-c3ccccc3)c2c1=O
    i, i, i, i, i, 1.4, 9, i, i, i, i
O=C(COc1ccccc1/C=C1\SC(=O)NC1=O)Nc1ccccc1
    i, i, i, i, i, 0.0, 22, i, i, i, i
C=CCN1C(=O)C(CC(=O)O)SC1=Nc1c(C)n(C)n(-c2ccccc2)c1=O (stereo not drawn)
    i, i, i, i, i, 0.0, 4, i, i, i, i
CCC(Sc1nc(N)c(NC(=O)c2ccc(OC)c(OC)c2)c(=O)[nH]1)C(=O)OC (stereo not drawn)
    i, i, i, i, i, 0.0, 15, i, i, i, i
Cc1c(Cl)cccc1N(CC(=O)N1CCCCCC1)S(C)(=O)=O
    i, i, i, i, i, -0.4, 0, i, i, i, i
COc1ccc(OC)c(C(c2nnnn2C2CCCC2)N2CCN(c3ccccc3)CC2)c1 (stereo not drawn)
    i, i, i, i, i, ·, 24, ·, i, i, i
O=C(O)CCc1[nH]c2ccccc2c1Sc1ccccc1
    i, i, i, i, i, -0.8, -7, i, i, i, i
O=CNCCCc1nc2ccccc2n1CCc1ccccc1
    i, i, i, i, i, -22, 22, i, i, i, i
COc1ccc(NC(=O)CN(C)S(=O)(=O)c2cccc3nsnc23)cc1
    i, i, i, i, i, 0.4, -3, i, i, i, i
CN(C)CCN(C(=O)c1ccc2ccccc2c1)c1nc2cc3c(cc2s1)OCCO3
    i, i, i, i, i, 0.7, 3, i, i, i, i
CCCCN(CC)C(=O)c1cc2c(=O)n3cccc(C)c3nc2s1
    i, i, i, i, i, 0.8, 31, i, i, i, i
Cc1cc2nc(-c3ccc(=O)[nH]c3)n(Cc3ccccc3)c2cc1C
    i, i, i, i, i, 1.0, 9, i, i, i, i
COC(=O)c1ccc(COc2ccccc2/C=N/NS(=O)(=O)c2ccccc2)cc1
    i, i, i, i, i, ?, -1, i, i, i, i
CC1Cc2ccccc2N1CC(=O)NC(=O)NCc1ccco1 (stereo not drawn)
    i, i, i, i, i, -0.6, 28, i, i, i, i
C/C(=N\N)c1c(-c2ccccc2)c2cc(Br)ccc2[nH]c1=O
    i, i, i, i, i, 0.2, 28, i, i, i, i
Nc1c(C(=O)c2ccc(Cl)cc2)oc2ccccc12
    i, i, i, i, i, 3.6, 6, i, i, i, i
O=C(N/N=C1\CCCc2ccccc21)c1ccccc1Cl
    i, i, i, i, i, 4.1, -8, i, i, i, i
COC(=O)Cc1c(C)c2ccc(OC(C)C)cc2oc1=O
    i, i, i, i, i, 1.2, 6, i, i, i, i
O=C(NC1=NCCS1)c1ccc(Cl)c(Cl)c1
    i, i, i, i, i, 1.6, 21, i, i, i, i
COc1ccc(COC(=O)C2=C(C)NC(=O)NC2c2cc(OC)ccc2OC)cc1 (stereo not drawn)
    i, i, i, i, i, 0.1, 9, i, i, i, i
COc1ccc(NC(=O)N2CCc3ccccc3C2)cc1OC
    i, i, i, i, i, 0.6, 11, i, i, i, i
CCCCC1CC(/C(C)=N/NC(N)=O)OC1=O (stereo not drawn)
    i, i, i, i, i, -0.3, 16, i, i, i, i
CC(C)(C)Nc1nc(-c2ccccn2)nc2ccccc12
    i, -6.3*, i, i, i, 4.7, 51, i, i, i, i
O=C(/C=C/c1ccccc1)N/C(=C/c1ccccc1)C(=O)Nc1ccc(C(=O)O)cc1
    i, i, i, i, i, 0.4, 13, i, i, i, i
O=[N+]([O-])c1ccc(COc2cccc(CNc3ccc(Br)cc3)c2)cc1
    i, i, i, i, i, 0.4, 24, i, i, i, i
N#Cc1ccccc1NC(=O)C(=O)NCCCN1CCCC1=O
    i, i, i, i, i, -0.1, 10, i, i, i, i
COc1ccc(CCNC(=O)CSc2nc3c(c(=O)n(C)c(=O)n3C)n2C)cc1OC
    i, i, i, i, i, -0.1, 10, i, i, i, i
CN1C(=S)N(c2ccccc2)C(=O)/C1=C/c1cccs1
    i, i, i, i, i, 0.6, 5, i, i, i, i
O=S(=O)(Nc1ccc(Br)cn1)c1cccs1
    i, i, i, i, i, -0.2, 53, i, i, i, i
Cc1ccc(C(=O)NC2CCCC2)s1
    i, i, i, i, i, 0.6, 16, i, i, i, i
CCO[C@H]1OC(C(=O)N2CCN(C)CC2)=C[C@@H](C2CC2)[C@@H]1CCCO
    i, i, i, i, i, -1.0, 8, i, i, i, i
O=C(Cn1c(C(=O)NCc2ccco2)cc2sccc21)c1ccccc1
    i, i, i, i, i, -0.8, -4, i, i, i, i
CC(C)(C)c1ccc(/C=C/C(=O)Nc2cccnc2)cc1
    i, i, i, i, i, 3.4, -55, i, i, i, i
C[C@H]1CCC2[C@](C)(CO)[C@@H](O)CC[C@]2(C)[C@@]12CCC(CO)(CCO)O2 (stereo partly drawn)
    i, i, i, i, i, 0.0, -5, i, i, i, i
CCCCOC(=O)CSc1nnc(-c2cc(OC)c(OC)c(OC)c2)o1
    i, i, i, i, i, 0.0, 3, i, i, i, i
Cc1nc(N)c(C#N)c(-c2cccnc2)c1C
    i, i, i, i, i, 0.9, 41, i, i, i, i
CCCNC(=O)Cc1ccsc1
    i, i, i, i, i, -0.4, 24, i, i, i, i
COc1ccccc1NC(=O)N1CCN(c2ccc(F)cc2)CC1
    i, i, i, i, i, -0.2, 4, i, i, i, i
CCOc1ccc2[nH]c(=O)c(CN(CC3COCCO3)C(=O)c3ccc(C)cc3)cc2c1 (stereo not drawn)
    i, i, i, i, i, -0.6, 7, i, i, i, i
CC(C)(C)NC(=O)CN(C(=O)c1snc(C(=O)NC2CCCCC2)c1N)c1ccc(F)cc1
    i, i, i, i, i, -1.0, 29, i, i, i, i
CC(=O)NS(=O)(=O)c1ccc(NC(=O)c2ccccn2)cc1
    i, i, i, i, i, 0.1, 26, i, i, i, i
COc1cc(/C=C\C(=O)NCc2ccc3[nH]c(C)cc3c2)cc(OC)c1OC
    i, i, i, i, i, -0.4, -3, i, i, i, i
O=C(Nc1cccc(S(=O)(=O)N2CCCCCC2)c1)C1CCC1
    i, i, i, i, i, 0.2, 3, i, i, i, i
CNc1ccccc(C(=O)/C=C/c2ccccc2OC)c1=O
    i, i, i, i, i, ·, 7, i, i, i, i

Quoted at random: two compounds from above, in no set order.
Screens in order: TRPC4 PAM, TRPC6 inh, MrgX1 allo act, TRPC4 inh, TRPC4 act, HIF act, AI-2 QS modul, PolyA inh, MrgX1 ag, MrgX1 antagonist, TRPC6 act
COc1ccc(CCNC(=O)CSc2nc3c(c(=O)n(C)c(=O)n3C)n2C)cc1OC
    i, i, i, i, i, -0.1, 10, i, i, i, i
C[C@H]1CCC2[C@](C)(CO)[C@@H](O)CC[C@]2(C)[C@@]12CCC(CO)(CCO)O2 (stereo partly drawn)
    i, i, i, i, i, 0.0, -5, i, i, i, i

Next compounds follow.
Screens in order: TRPC4 PAM, TRPC6 inh, MrgX1 allo act, TRPC4 inh, TRPC4 act, HIF act, AI-2 QS modul, PolyA inh, MrgX1 ag, MrgX1 antagonist, TRPC6 act
Cc1cc(Oc2ccccc2F)nc(NCc2ccccc2)n1
    i, i, ·, i, i, -1.9, 18, i, ·, ·, i
COc1cc(C)nc(N2CCCC(C(=O)Nc3ccccc3Br)C2)n1 (stereo not drawn)
    i, i, i, i, i, -0.3, 14, i, i, i, i
Cc1cc(C)cc(N(CC(=O)NCc2ccc(F)cc2)C(=O)c2snc(C(N)=O)c2N)c1
    i, i, i, i, i, -0.2, 8, i, i, i, i
CCC(CC)c1nnc(NC(=O)CN2C(=O)c3ccccc3C2=O)s1
    i, i, i, i, i, 0.4, -50, i, i, i, i
CCCn1c(CN2CCCCC2CC)nc2c1c(=O)n(C)c(=O)n2C (stereo not drawn)
    i, i, i, i, i, -0.7, 4, i, i, i, i
CCOc1nc(OCC)nc(-n2cc(-c3ccccc3)nn2)n1
    i, i, i, i, i, 0.2, -5, i, i, i, i

Screening results (PubChem BioAssay)
